Salmonella PhoP GFP: inhibitors of PhoP regulon expression, primary screen, Salmonella Typhimurium, GFP reporter (AID 1863); S. Typhimurium PhoP-regulated promoter GFP reporter, 4 h; higher % means a stronger effect; inhibition, % at 50 µM; hits with a dose series show IC50 in µM; hit rate 0.16% among 300,000;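 active = inhibition over 29.93%, a cutoff 3 SD above the screen mean, later confirmed by dose response; inconclusive = inhibition over 29.93% but no dose response follow-up; inactive = inhibition at most 29.93% or unconfirmed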;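 also: 0% = low Mg2+ inducing control and 100% = high Mg2+ repressing control; strong numbers were not always called active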
Large T inhibition: TAg ATPase/helicase activity blockers – biochemical (AID 1903) | one-dose inhibition, % at 20 µM; IC50 in µM for titrated hits | SV40 large T antigen ATPase/helicase inhibition assay; higher % means a stronger effect | hit rate 0.39% among 310,000; in the data active = a potency from the dose series; inconclusive = inhibition mostly from about 32% at the one dose, without a potency; inactive = the rest, 99 in 100 with inhibition below about 32%; also: strong numbers were not always called active
Rac1 GTP hydrolysis: MgcRacGAP GTPase-activating activity inhibitors, confirmation, biochemical, ADP Hunter fluorescence | AID 624330 | inhibition, % at 30 µM, or IC50 in µM where a hit was titrated | hit rate 0.6% among 340,000 | MgcRacGAP-stimulated Rac1 GTP hydrolysis, ADP Hunter fluorescence; higher % means a stronger effect; GST-tagged Rac1 F28L mutant substrate;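 active = first-screen hits whose inhibition reached a set limit at any dose in the follow-up dose series; inconclusive = inhibition above the set first-screen limit but never retested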;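 also: fluorescence reports GDP produced by GAP-driven GTP hydrolysis; strong numbers were not always called active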
GPR35 antagonists: inhibition of zaprinast-stimulated GPR35 beta-arrestin translocation – imaging, U2OS, beta-arrestin-GFP, zaprinast agonist, primary screen (AID 2058); hit rate 0.052% among 290,000; U2OS GPR35 beta-arrestin-GFP translocation imaging, zaprinast antagonism; higher % means a stronger effect; inhibition, % at 10 µM; hits with a dose series show IC50 in µM;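 active = inhibition of at least 50% with at least 30 cells and total cytoplasm GFP at most 10,000,000; inconclusive = under 30 cells or total GFP of 10,000,000 plus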
LYP inhibition: PTPN22 lymphoid phosphatase activity blockers – biochemical, fluorescence intensity, uHTS (AID 1779) | recombinant LYP phosphatase, fluorescence intensity; higher % means a stronger effect | inhibition, % at 11.5 µM, or IC50 in µM where a hit was titrated | hit rate 0.054% among 290,000; in the data active = inhibition above about 50%;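 also: plate controls were vehicle with enzyme for no effect and no enzyme for full effect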
NS5 inhibitors: flavivirus cap methylation enzyme inhibition – biochemical, confirmation dose response, primary screen (AID 588689); one-dose inhibition, % at 25 µM; IC50 in µM for titrated hits; Dengue-2 NS5 methyltransferase capping enzyme assay, biochemical; higher % means a stronger effect; hit rate 0.3% among 340,000; in the data active = a potency from the dose series; inconclusive = inhibition above about 29% without an active follow-up result
CSM14.1 death rescue: rescue of cells from ER stress-induced death, primary screen, 384-well, CSM14.1, thapsigargin, ATP luminescence (AID 1222) | CSM14.1 thapsigargin-induced death rescue, ATP luminescence; higher % means a stronger effect | cellular ATP content (survival), % at 20 µM, or EC50 in µM where a hit was titrated | 190,000 tested, under 10 active;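 active = EC50 below 50 µM in the dose-response confirmation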;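 also: death triggered by thapsigargin at about 15 µM added after 2 h compound pretreatment; cell ATP read after overnight thapsigargin exposure of roughly 18 to 22 hours; normalized against plate controls of thapsigargin alone and 5% DMSO vehicle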
West Nile antiviral: West Nile virus antiviral activity, cell-based, CPE readout (AID 1621). CPE inhibition, % at 10 µM, or IC50 in µM where a hit was titrated. hit rate 0.02% among 290,000. West Nile virus-infected cells, CPE inhibition; higher % means a stronger effect; in the data active = a potency from the dose series; inconclusive = CPE inhibition mostly from about 3.7% at the one dose, without a potency; inactive = the rest, 99 in 100 with CPE inhibition below about 2.2%; also: strong numbers were not always called active
RSV antiviral HEp-2: inhibition of RSV-induced cytopathic effect – HEp-2 cells, primary 10 µM value included (AID 2391) | hit rate 0.13% among 310,000 | HEp-2 cells, RSV-induced CPE inhibition; higher % means a stronger effect | CPE inhibition, % at 10 µM, or IC50 in µM where a hit was titrated; in the data active = a potency from the dose series; inconclusive = CPE inhibition mostly from about 23% at the one dose, without a potency; inactive = the rest, 99 in 100 with CPE inhibition below about 21%; also: strong numbers were not always called active
NS5 inhibitors pilot replicate: recorded beside NS5 inhibitors, whose call it bears; inhibition, %; measured here: pilot screen replicate inhibition
* hit, by the source's call; u = inconclusive; x = not tested or not shown; & = joins results of further samples.

SMILES	Salmonella PhoP GFP	Large T inhibition	Rac1 GTP hydrolysis	GPR35 antagonists	LYP inhibition	NS5 inhibitors	CSM14.1 death rescue	West Nile antiviral	RSV antiviral HEp-2	others
O=C(NCc1ccc(F)cc1)c1ccc(Br)o1	5%	8%	3%	7%	-6%	-6%	-1.3%	0.2%	3.3%
CC(=O)Oc1ccc2occ(-c3ccccc3)c2c1	8%	9%	9%	-2%	0%	-5%	x	-0.4%	4.8%	NS5 inhibitors pilot replicate=-3.7
O=C(/C=C/Nc1cccc(C(F)(F)F)c1)c1ccco1	6%	8%	-2%	19%	-4%	7%	0.1%	-0.1%	2.8%
CCOC(=O)C1CCN(C(=O)C2CCN(S(=O)(=O)c3cccc4nsnc34)CC2)CC1	-3%	9%	6%	-19%	-6%	-8%	x	0.1%	2.2%
Cc1ccc(S(=O)(=O)N2CCC(n3nnc4cc(C)ccc43)CC2)cc1	5%	11%	3%	-3%	-8%	-4%	0.0%	0.1%	-0.2%
O=C(N/N=C/c1ccco1)c1cccc(NC(=O)c2cccc(Cl)c2)c1	3%	6%	-4%	-7%	-5%	-2%	x	0.1%	2.2%
O=C(CN1C(=O)c2ccccc2S1(=O)=O)c1ccc(Cl)cc1Cl	-2%	28%	3%	-7%	-7%	-8%	x	0.0%	2.1%
COc1ccc(OC)c(N(CC(=O)N2CCC(C)CC2)S(=O)(=O)c2ccccc2)c1	-6%	2%	2%	4%	-4%	-6%	-1.3%	-1.1%	-1.2%
COc1ccc(Cl)cc1N(CC(=O)N/N=C/c1ccc(OC(C)C)cc1)S(=O)(=O)c1ccc(C)c([N+](=O)[O-])c1	-2%	2%	2%	0%	0%	-1%	-1.7%	-0.2%	-0.1%
CCn1ncc(/C=N/NS(=O)(=O)c2ccc(Cl)cc2)c1C	-5%	7%	3%	-14%	-18%	-8%	1.0%	0.1%	2.0%
O=C(Nc1cccc(S(=O)(=O)N2CCCCCC2)c1)c1ccc2ccccc2n1	6%	6%	2%	22%	3%	-5%	-0.5%	-1.3%	21%
CCCn1c(C(C)Nc2nc(C)cs2)nc2cc(Cl)c(Cl)cc21 (centres undefined)	2%	9%	2%	-8%	-5%	-10%	x	-1.4%	-1.1%
Cc1cc(C(=O)N2CCc3ccccc3C2)no1	16%	-8%	8%	6%	-10%	1%	x	0.1%	1.2%
O=S(=O)(Nc1ccccc1)c1cccc2nonc12	8%	-5%	7%	7%	-9%	-6%	x	0.5%	1.9%
CCN(CC)S(=O)(=O)c1ccc2c(c1)N(CC(=O)N1CCCC1)C(=O)CO2	0%	10%	8%	3%	-7%	-3%	x	-0.1%	1.3%
C=CCn1c(SCCCC)nc(O)cc1=O	0%&-7%	4%&11%	16%&6%	-10%&-1%	-5%&-3%	-2%&5%	-0.3%	0.2%&0.0%	1.4%&1.4%
COc1ccc(CCCc2nnc(SCC(=O)NN)o2)cc1	-4%	7%	3%	10%	-2%	-1%	0.4%	1.3%	-0.1%
Cc1cc(C)cc(NC(=O)Nc2ccc(NC(=O)c3ccccc3O)cc2)c1	10%	9%	8%	1%	-10%	3%	x	-0.7%	4.0%
COc1ccc(Oc2c(C(F)(F)F)oc3cc(OCC(=O)O)ccc3c2=O)cc1	7%	22%	8%	0%	-4%	-8%	x	0.5%	-0.3%
Cc1ccc(NC(=O)N[C@@H](CC(C)C)C(=O)O)c(C)c1	-7%	21%	3%	0%	-5%	-3%	x	-0.1%	0.8%
Cc1ccc(NC(=O)Cn2c(=O)oc3ccccc32)cc1C	-1%	10%	9%	20%	-1%	-2%	x	-0.4%	2.9%
COc1ccccc1NS(=O)(=O)c1cc(NC(=O)CCNC(C)=O)ccc1N1CCCCC1	-1%	16%	10%	x	x	3%	x	x	-0.5%
O=C(c1ccc2c3c(cccc13)CC2)C1CCCN(C(=O)c2cccnc2)C1 (centres undefined)	5%	10%	7%	11%	-4%	1%	2.6%	-0.2%	12%
O=C(CSc1nnc2scc(-c3ccccc3)n12)NCC1CCCO1 (centres undefined)	7%	4%	1%	-6%	-8%	0%	-2.8%	-0.2%	1.4%
CSc1nc(N)c(C(=O)Nc2ccc([N+](=O)[O-])cc2)s1	-6%	4%	3%	14%	-2%	-8%	x	0.4%	4.9%
SMILES	Salmonella PhoP GFP	Large T inhibition	Rac1 GTP hydrolysis	GPR35 antagonists	LYP inhibition	NS5 inhibitors	CSM14.1 death rescue	West Nile antiviral	RSV antiviral HEp-2	others
O=C(O)C1CC=CCC1C(=O)Nc1ccc(Oc2ccc(Cl)cc2)cc1 (centres undefined)	0%	3%	3%	8%	6%	9%	-1.1%	-0.4%	4.0%
COC(=O)c1ccc(NC(=O)CSc2nnc(C)n2CC2CCCO2)cc1 (centres undefined)	-1%	15%	4%	6%	-8%	-10%	x	-0.7%	0.1%
C/C(=N\O)c1ccc2c(c1)OCCO2	-2%	7%	-13%	3%	-5%	-9%	x	0.0%	-0.4%
O=C(O)c1ccccc1N(Cc1ccccc1)C(=O)CO/N=C/c1ccccc1	-9%	11%	8%	3%	-5%	9%	-0.2%	0.2%	0.8%
C=CCn1c(SCCOc2ccc(OC)cc2)nnc1C(C)NC(=O)Cc1ccc(OC)cc1 (centres undefined)	16%	-4%	6%	-12%	-2%	-4%	3.3%	-0.3%	0.3%
O=C(NCCNc1ccc([N+](=O)[O-])cc1C(F)(F)F)c1ccccc1F	32%	5%	7%	-14%	-5%	1%	6.1%	-0.3%	6.0%
COc1ccc(NC(=O)c2cnc(SC)nc2C)c(OC)c1	-6%	3%	-2%	-4%	2%	1%	x	1.0%	1.7%
O=C(O)c1cc(-c2ccccc2)on1	-14%	3%	7%	5%	3%	-3%	-1.0%	-0.1%	0.6%
Cc1ccc(C(=O)OC2OC(=O)C(Cl)=C2N2CCOCC2)cc1 (centres undefined)	4%	20%	-7%	12%	-1%	-6%	-4.3%	0.1%	2.2%
O=C(Nc1nnc(Cc2ccccc2)s1)c1ccco1	-20%	17%	1%	-1%	4%	-6%	1.1%	0.0%	6.8%
C/C(=N\Nc1ccc(C)c(Cl)c1)c1cccnc1	18%	-7%	7%	-4%	-13%	-7%	x	-0.5%	18%
c1ccc(CSc2nnc(-c3cccs3)n2Cc2ccco2)cc1	2%	2%	14%	-10%	-4%	-10%	-3.4%	0.0%	12%	NS5 inhibitors pilot replicate=-5.2
COC(=O)c1[nH]c2ccccc2c1NC(=O)C(C)N1CCOCC1 (centres undefined)	-8%	5%	-10%	5%	1%	-4%	x	-0.3%	1.4%
O=C(Cc1ccccc1)Nc1cc(Cl)ccc1Sc1ccccc1	15%	-5%	7%	-8%	0%	-2%	0.5%	-1.0%	1.9%
S=C(NCc1ccncc1)Nc1cc(Cl)cc(Cl)c1	0%	6%	-1%	15%	-2%	-12%	x	-1.1%	12%
O=C1CCCC(=O)C1Sc1ccc(Cl)cc1	5%	12%	2%	-6%	-4%	-14%	1.4%	0.1%	-0.8%
COc1cc(C(=O)NC(CCSC)C(=O)OCc2cc([N+](=O)[O-])cc3c2OCOC3)cc(OC)c1OC (centres undefined)	4%	6%	3%	-4%	2%	-6%	0.0%	0.2%	0.2%
COc1ccc(OC)c(C(=O)NC(CC(N)=O)c2ccc(N3CCN(c4ccccc4)CC3)c([N+](=O)[O-])c2)c1 (centres undefined)	x	12%	5%	8%	-10%	5%	x	-0.9%	-1.1%
Cc1ccc(C(=O)OCC(=O)c2ccccc2)cc1	1%	4%	8%	-6%	-4%	-5%	x	0.3%	2.1%
COCCNC(=O)C(c1ccc(O)cc1)N(Cc1ccccc1)C(=O)CCC(=O)Nc1ccccn1 (centres undefined)	2%	-1%	3%	-8%	-6%	-9%	x	0.5%	0.1%
Cc1nc([N+](=O)[O-])c(N2CCN(C)CC2)n1Cc1ccccc1	10%	12%	1%	2%	-10%	5%	2.6%	0.1%	-0.1%
CCCCOc1cccc(NC(=O)CSc2nncn2C)c1	7%	5%	7%	-10%	-8%	-5%	-6.4%	-0.8%	1.8%
CN(C)C(=O)C[n+]1ccc(/C=N/O)cc1	19%	-3%	7%	11%	-10%	2%	-4.2%	-0.4%	0.5%
Cc1cc(=O)n(C)c(=O)n1CCCCOc1ccc([N+](=O)[O-])cc1	0%	2%	2%	20%	-3%	-3%	0.3%	-0.9%	-1.9%
Cc1ccc(NC(=O)COc2ccc(Br)cc2C)cc1	-5%	7%	-3%	-10%	0%	1%	-5.1%	-0.1%	2.4%
SMILES	Salmonella PhoP GFP	Large T inhibition	Rac1 GTP hydrolysis	GPR35 antagonists	LYP inhibition	NS5 inhibitors	CSM14.1 death rescue	West Nile antiviral	RSV antiviral HEp-2	others
Cc1cc(NC(=O)CSc2ncnc3sc(C)c(C)c23)no1	-1%	8%	4%	8%	2%	-2%	x	-0.5%	2.1%
CCCCNC(=O)C1CCN(Cc2ccc(OCc3ccccc3)c(OC)c2)CC1	-5%	18%	21%	-1%	-18%	-15%	x	-0.7%	-0.9%	NS5 inhibitors pilot replicate=-4.3
CCCn1c(-c2ccc(C(=O)OC)cc2)nc2c1c(=O)[nH]c(=O)n2Cc1ccccc1	7%	2%	8%	8%	-10%	4%	x	-0.5%	1.0%
CSc1ccccc1OCc1cc(C(=O)N(C)Cc2ccc3nsnc3c2)no1	-5%	7%	4%	-2%	-2%	-3%	x	-1.2%	9.8%
CC1(OC(=O)CCc2ccccc2)C(=O)C=C2C=C(c3ccc(C#N)cc3)N(c3ccccc3)C=C2C1=O (centres undefined)	3%	1%	7%	6%	7%	6%	x	-0.7%	-0.6%
COc1cccc(-c2nc(CS(=O)(=O)CC(=O)NCCCN3CCc4ccccc4C3)c(C)o2)c1	20%	10%	1%	-3%	12%	-3%	1.7%	-0.3%	0.2%	NS5 inhibitors pilot replicate=2.1
CS(=O)(=O)N1CCN(c2ccc([N+](=O)[O-])c(NCCN3CCOCC3)c2)CC1	6%	4%	6%	12%	0%	0%	0.8%	x	-0.5%	NS5 inhibitors pilot replicate=1.8
O=C(O)CCCCCCNS(=O)(=O)c1ccccc1	-11%	0%	5%	-9%	-4%	1%	-1.6%	1.4%	0.8%
Nc1nc(N2CCN(c3ccc(F)cc3)CC2)n[nH]1	0%	4%	12%	-7%	-10%	-4%	0.5%	0.7%	1.2%
Cc1sc2ncnc(N/N=C/c3ccccc3O)c2c1C	82µM*	9%	-5%	-3%	7%	-12%	-2.3%	u	-2.2%
Cc1cc(C)cc(N(CC(=O)NC2CCCC2)C(=O)c2csnn2)c1	-5%	1%	5%	-3%	-6%	-7%	x	-0.3%	-0.1%
COc1ccccc1N1CCN(S(=O)(=O)c2ccc3c4c(cccc24)C(=O)N3C)CC1	-10%	1%	x	1%	-2%	x	x	0.0%	x
